Screening data (PubChem BioAssay)
HSP90 refold inh = inhibitors of HSP90 luciferase refolding in rabbit reticulocyte lysate; luciferase refolding luminescence, 3 h; inhibition, % at 5.6 µM; 0.91% of 290,000 active; AID 1789;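 active = inhibition above the screen-wide mean plus 3 SD, computed separately per campaign, cut at about 16% in these data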;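 note: 0% = DMSO wells and 100% = 60 µM geldanamycin wells; inhibitors lower the luminescence because luciferase stays unfolded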
PolyA inh = blocks polyadenylation in yeast reporter cells. S. cerevisiae SKY197-pL101 polyadenylation reporter, beta-gal luminescence; efflux-impaired pdr1/pdr3 knockout yeast; score 100 = 6 SD above DMSO. calls only at 12 µM. 0.02% of 300,000 active. AID 1875;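 active = lowest replicate activity score at least 50, where 100 means six control SD above control mean; inconclusive = lowest score under 50 but half or more replicates reach 50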;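 note: yeast exposed to compound for 9 h at 30 °C; higher score means more reporter readthrough which indicates perturbed polyadenylation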
GSK3beta inhib = human GSK3beta kinase inhibition; P49841; GST-GSK3beta kinase, ADP-Glo luminescence, 60 min; hits give low values; activity score (negative = inhibition), % at 10 µM; 0.038% of 300,000 active; AID 2097;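 active = more than half of replicate wells score below -50%, meaning over 50% inhibition versus plate controls; inconclusive = some replicates but at most half score below -50%; inactive = no replicate scores below -50%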;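 note: 0% = median DMSO wells and -100% = median GW8510 positive control wells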
Target sequence (P49841 whole entry, looked up): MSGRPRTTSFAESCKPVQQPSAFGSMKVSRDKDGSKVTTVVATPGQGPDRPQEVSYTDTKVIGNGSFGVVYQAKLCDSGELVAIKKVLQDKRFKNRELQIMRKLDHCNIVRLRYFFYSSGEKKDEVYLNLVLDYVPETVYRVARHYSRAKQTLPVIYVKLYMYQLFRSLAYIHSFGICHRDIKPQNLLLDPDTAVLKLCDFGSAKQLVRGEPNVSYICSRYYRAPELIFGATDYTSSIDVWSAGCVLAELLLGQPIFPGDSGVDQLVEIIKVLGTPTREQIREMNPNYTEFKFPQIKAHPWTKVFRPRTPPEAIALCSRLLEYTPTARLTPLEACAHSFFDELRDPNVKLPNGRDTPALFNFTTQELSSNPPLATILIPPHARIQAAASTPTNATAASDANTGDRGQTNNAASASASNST
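Test system: GST-tagged human GSK3beta kinase, cell-free; evaluation: activity score scaled between in-plate DMSO and GW8510 controls; measured by: ADP-Glo luminescence; incubation: 60 min reaction, RT; benchmarks: DMSO and 20 µM GW8510; reagent: peptide substrate plus 25 µM ATP (final); medium: Tris/MgCl2 kinase buffer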
HSF1 inhib = HSF1 inhibition | NIH3T3-HGL HSE-luciferase, MG132-induced, luminescence 8 h; hits give low values | activity change, negative = inhibition, % at 7.5 µM (by protocol) | 0.77% of 300,000 active;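 active = more than half of replicate wells show activity change below -50%, luminescence cut by over half; inconclusive = some wells, but at most half, below -50%; inactive = no replicate well below -50%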;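 note: luciferase reports HSF-1 transcriptional activity via heat shock element; 0% = median of DMSO wells and -100% = zero luminescence signal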
HDAC3 inhib = inhibitors of human histone deacetylase 3; O15379; recombinant HDAC3, fluorogenic peptide/trypsin coupled, fluorescence; inhibition, % at 8.3 µM; 0.15% of 320,000 active; in the data active = inhibition above about 26%, passing the limit was not always enough; inconclusive = no clear call, values can overlap the other calls
Target sequence (O15379 whole entry, looked up): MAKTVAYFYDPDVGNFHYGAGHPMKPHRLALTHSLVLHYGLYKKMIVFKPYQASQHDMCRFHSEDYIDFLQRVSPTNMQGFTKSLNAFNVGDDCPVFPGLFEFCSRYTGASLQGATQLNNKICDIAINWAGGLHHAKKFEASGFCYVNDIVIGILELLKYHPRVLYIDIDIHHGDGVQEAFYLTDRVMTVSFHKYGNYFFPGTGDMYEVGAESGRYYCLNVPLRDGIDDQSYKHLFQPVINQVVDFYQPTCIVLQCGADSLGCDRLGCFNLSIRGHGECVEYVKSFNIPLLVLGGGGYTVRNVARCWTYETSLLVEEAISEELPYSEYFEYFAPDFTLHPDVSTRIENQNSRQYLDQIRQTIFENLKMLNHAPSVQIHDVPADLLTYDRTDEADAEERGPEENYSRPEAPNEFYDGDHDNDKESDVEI
HSF-1 act = increases HSF-1 driven luciferase reporter signal; AID 504408; 1.7% of 300,000 active; NIH3T3-HGL HSF-1 luciferase reporter, MG132, 8 h; 100% = twice DMSO control signal; activation, % at 9 µM;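 active = mean replicate activation of at least 50% with a set share of replicates each reaching 50%; inconclusive = only one of those two conditions met; inactive = mean below 50% and too few replicates reaching it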;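 note: 0% = median of the neutral control wells and 100% = twice that signal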
GSK3 alpha inh = blocks human GSK-3 alpha kinase; P49840; ADP-Glo luminescence, 60 min; inhibition, % at 10 µM; 0.1% of 320,000 active; AID 2650;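 in the data active = inhibition above about 50%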;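 note: GST-tagged GSK-3 alpha with peptide substrate and 25 µM ATP; 0% = DMSO neutral wells and 100% = GW8510 positive control wells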
Platelet DG rel = modulates dense granule release in human platelets. human platelet-rich plasma, SFLLRN dense granule ATP release, luminescence. inhibition, %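 (compounds screened at 7.5 µM in platelet-rich plasma)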. 0.22% of 300,000 active;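 active = mean replicate score, as percent of positive control, at or above 50; inconclusive = mean below 50 but at least one replicate at or above 50; inactive = mean and every replicate below 50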
AI-2 QS mod = modulates the Vibrio harveyi AI-2 quorum sensing system; 0.4% of 300,000 active; activity change, % at 7.5 µM; AID 2094; Vibrio harveyi JMH597 AI-2 luminescence/OD600 ratio, 9 h; hits give low values; strain lacks LuxN and CqsS sensors; 0 = neutral-control median; in the data active = activity change below about -75%, passing the limit was not always enough; inconclusive = no clear call, values can overlap the other calls;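 note: luminescence divided by OD600 gain over 9 h not by final OD600 alone; inactives centre near 13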
DYRK1A inh = blocks rat Dyrk1A kinase activity; Q63470; AID 504441; inhibition, % at 12.5 µM; 0.43% of 310,000 active; ADP-Glo luminescence, NFATc1 peptide; in the data active = inhibition above about 50%;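 note: plate controls were vehicle with enzyme for no effect and no enzyme for full effect; many of its hits are not listed in these tables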
Numbers without * were called inactive; i = inactive; ? = inconclusive; / = no result given. Only part of the results is shown; the hit share may differ from the screen's.

Second line of a record – HSP90 refold inh, PolyA inh, GSK3beta inhib, HSF1 inhib, HDAC3 inhib, HSF-1 act, GSK3 alpha inh, Platelet DG rel, AI-2 QS mod, DYRK1A inh
Nc1cc(N)nc(SCC(=O)Nc2ccc3c(c2)OCCCO3)n1
 : 2, i, 2, -2, 1, 1, -9, -6, 5, -4
O=C(NCCCN1CCCCC1)C1CCC(CNS(=O)(=O)c2cccc3nsnc23)CC1 (centres undefined)
 : 4, i, 1, -5, /, -2, /, 1, 9, 2
Cc1c(C=Nc2ccc(S(=O)(=O)CCO)cc2)c(O)[nH]c(=O)c1C#N
 : /, i, -6, -4, -3, -8, -1, 5, 7, -1
C[C@H](NC(=O)C1CCN(S(=O)(=O)c2ccccc2)CC1)C(=O)NCc1ccco1
 : -3, i, -4, -1, -9, 2, -2, 4, 13, /
Cc1cc2cc(CNS(=O)(=O)c3ccccc3)ccc2n1C
 : 4, i, 1, -11, /, -11, 1, 0, 40, 0
Cc1noc(/C=C/c2ccco2)c1S(=O)(=O)N1CCC(C(=O)Nc2ccc(Cl)cn2)CC1
 : -4, i, 2, 17, 5, 34, -2, 2, 18, 5
CC(=O)Nc1ccc(NC(=O)C(C)OC(=O)CCc2c[nH]c3ccccc23)cc1 (centres undefined)
 : /, i, -5, -1, -1, 1, -1, 0, 10, -5
Cc1ccc2oc(=O)n(CC(=O)c3ccc(F)cc3)c2c1
 : 2, i, 3, 8, 2, 32, 0, 0, 17, /
CCCCS(=O)Cc1ccccc1 (centres undefined)
 : -4, i, -1, 0, -1, -1, 0, 0, 4, 7
O=C(c1cc(Cl)ccc1Cl)N1CCN(Cc2ccccc2)CC1
 : -5, i, -4, -10, -4, -21, 1, -1, 10, -9
CCN(C(=O)CSc1nc2ccccc2c(=O)n1-c1ccc(C)cc1)C1CCS(=O)(=O)C1 (centres undefined)
 : -3, i, 0, 3, 1, -6, 0, -2, 46, /
C/C(=N\Nc1cc(N2CCOCC2)nc(C)n1)c1cccc([N+](=O)[O-])c1
 : -2, i, -1, -6, -5, 2, -2, 3, 32, -4
O=C(COC(=O)/C=C/c1ccccc1Cl)NCCNC(=O)COC(=O)/C=C/c1ccccc1Cl
 : 1, i, 1, -20, 12, -21, 0, -3, 14, -1
COc1cc(-c2nnc(CSc3nnc(N)s3)o2)cc(OC)c1OC
 : 4, i, 1, -11, /, -7, 2, 2, 13, -1
CCN(CC)Cc1nc2c(c(=O)[nH]1)C1(CCCC1)Cc1ccccc1-2
 : 1, i, -3, -14, 5, 5, 12, -2, 13, 4
O=C(O)c1cc2c(s1)-c1ccccc1OC2
 : 1, i, 4, 3, /, 1, /, -1, 41, 33
COc1cc2cc(C(=O)NCCc3ccccc3)[nH]c2cc1OC
 : -2, i, -3, 4, -3, -6, -2, -1, 19, 4
CCCCNc1c(C(=O)OCC)c(=O)[nH]c2ccccc12
 : 1, i, 3, -37, 12, -48, -1, 0, 36, 1
Cc1cccc(NC(=S)N(CCN2CCOCC2)Cc2ccccc2F)c1
 : -2, i, -2, -2, 5, -14, 10, 9, 33, -2
COc1ccccc1CCC(=O)OCC(=O)Nc1cc(C)nn1-c1ccccc1
 : /, i, 2, -2, -1, -4, -1, 0, 39, -3

(continued)
Second line of a record – HSP90 refold inh, PolyA inh, GSK3beta inhib, HSF1 inhib, HDAC3 inhib, HSF-1 act, GSK3 alpha inh, Platelet DG rel, AI-2 QS mod, DYRK1A inh
COc1ccccc1N1N=C(c2ccc([N+](=O)[O-])cc2)CC1c1ccccc1 (centres undefined)
 : 0, i, -2, -2, 8, -3, -2, -3, 15, 2
C(=N\Nc1nc(Nc2ccccc2)nc(N2CCCCC2)n1)/c1ccco1
 : -2, i, -2, 6, 13, 25, 3, 7, 4, /
CC1CCN(CCCNC(=O)COc2cc(=O)n(C)c3ccccc23)CC1
 : -3, i, -2, 21, 6, 57*, 0, -9, -1, -6
COC(=O)c1ccc(CSc2nc3c(cnn3-c3ccccc3)c(=O)[nH]2)o1
 : 2, i, 1, -2, 2, -3, -6, 4, 14, -4
CCOc1ccc2c(c1)C(C)=CC(C)(C)N2C(=O)Nc1ccccc1
 : 2, i, -1, 16, -2, 31, 1, 3, 34, -1
CCC1=NN2C(=N)/C(=C\c3cccn3-c3c(C)cccc3C)C(=O)N=C2S1
 : -2, i, 2, 0, 11, 0, -1, 10, 12, 4
CCOC(=O)C(C(=O)NCc1ccc(C)cc1)c1ncc(C(F)(F)F)cc1Cl (centres undefined)
 : 2, i, 6, 10, -2, 20, 1, 4, 9, 6
O=C(Nn1c(C2CCCCC2)nc2ccccc2c1=O)c1cc(Cl)ccc1[N+](=O)[O-]
 : -4, i, 1, -7, 5, 1, -2, 28, -8, -5
Cc1nn(Cc2ccc([N+](=O)[O-])cc2)c(=O)n1-c1c(F)cccc1F
 : 1, i, 1, 3, 2, 3, -2, 1, 7, 10
COc1ccc(-n2c(=O)c3c4c(sc3n(CC(=O)Nc3cc(C)[nH]n3)c2=O)CCC4)c(OC)c1
 : 2, i, -7, /, -8, /, 3, 0, 31, 20
COC(=O)c1oc2nc(C)cc(C)c2c1N
 : 3, i, 2, -2, -12, 0, -3, -7, 18, 6
Fc1ccc(/C=N/NC(=S)Nc2ccc(Cl)cc2Cl)cc1
 : 0, i, -1, -3, 1, 0, -2, -2, 12, -6
COc1ccc(-c2ccc(SCC(=O)N3CCOCC3)nn2)cc1
 : 2, i, 1, -2, -4, -7, 2, -1, 43, -6
COc1cc(/C=N/NC(=O)COc2cccc(F)c2)ccc1OS(=O)(=O)c1ccc(C)cc1
 : 4, i, 2, -3, 16, 2, -2, 3, 31, -2
CCN(C(=O)COC(=O)c1cccnc1SC)C1CCS(=O)(=O)C1 (centres undefined)
 : 4, i, 0, -8, 6, 6, 8, 0, 9, 1
CSCC[C@H](NC(=O)C1=NN(c2c(F)c(F)cc(F)c2F)C(=O)CC1)c1nc2ccccc2[nH]1
 : 0, i, -2, 4, /, 3, -3, 25, -3, 0
Cc1cccc(C)c1NC(=O)c1cc(-c2ccccn2)nc2ccccc12
 : 1, i, 1, -1, 1, 16, 10, 3, -1, 8
CCCC(CCC)C(=O)OC1C[C@H]2CC[C@@H](C1)[N+]2(C)C (some centres undefined)
 : -2, i, 2, -6, -7, -15, -2, -9, 11, 2
O=C1NCCCC1C(=O)N/N=C/c1ccc([N+](=O)[O-])cc1 (centres undefined)
 : -2, i, -2, 3, 0, 9, -1, -2, -52, /
O=C(N/N=C/C=C/c1ccccc1)c1cccnc1
 : -1, i, 2, -5, 13, 1, 4, -29, 29, -7

Exported with the structure last: part of the list above.
| HSP90 refold inh | PolyA inh | GSK3beta inhib | HSF1 inhib | HDAC3 inhib | HSF-1 act | GSK3 alpha inh | Platelet DG rel | AI-2 QS mod | DYRK1A inh | SMILES |
| --- | --- | --- | --- | --- | --- | --- | --- | --- | --- | --- |
| 4 | i | 2 | -3 | 16 | 2 | -2 | 3 | 31 | -2 | COc1cc(/C=N/NC(=O)COc2cccc(F)c2)ccc1OS(=O)(=O)c1ccc(C)cc1 |
| 4 | i | 0 | -8 | 6 | 6 | 8 | 0 | 9 | 1 | CCN(C(=O)COC(=O)c1cccnc1SC)C1CCS(=O)(=O)C1 (centres undefined) |
| 0 | i | -2 | 4 | / | 3 | -3 | 25 | -3 | 0 | CSCC[C@H](NC(=O)C1=NN(c2c(F)c(F)cc(F)c2F)C(=O)CC1)c1nc2ccccc2[nH]1 |

Other results:
mol | HSP90 refold inh | PolyA inh | GSK3beta inhib | HSF1 inhib | HDAC3 inhib | HSF-1 act | GSK3 alpha inh | Platelet DG rel | AI-2 QS mod | DYRK1A inh
COc1cccc(C2CC(c3ccc(C)cc3)n3nc(N)nc3N2)c1 (centres undefined) | -4 | i | 2 | -19 | -2 | -9 | -2 | 0 | 11 | -3
COc1ncccc1-c1nnn(-c2ccccc2)n1 | 10 | i | -3 | 32 | -2 | 29 | 1 | 7 | 18 | 4
O=C(NCCN1CCN(c2ccccc2F)CC1)C1CC(=O)N(C2CCCC2)C1 (centres undefined) | 2 | i | 2 | 0 | -6 | 21 | -4 | 0 | 14 | -8
Cc1c(NS(=O)(=O)c2cc(NC(=O)CCN3CCCC(C)C3)ccc2Cl)c(=O)n(-c2ccccc2)n1C (centres undefined) | 1 | i | -1 | -9 | 1 | 4 | -3 | 0 | -11 | /
Nc1c(Cl)cc(-c2csc(N3CCCC3c3nc4cc(Cl)c(N5CCCCC5)cc4n3CCOCCO)n2)cc1Cl (centres undefined) | / | i | 3 | -1 | 9 | 9 | -2 | -2 | 23 | -7
O=C(N/N=C/c1ccnc2ccccc12)c1ccccc1O | 5 | i | 1 | -4 | -2 | 13 | 0 | -8 | 14 | 9
COc1ccc(S(=O)(=O)NCCc2ccco2)cc1OC | -5 | i | 0 | -27 | -1 | -45 | 0 | 2 | / | 0
COCCn1c(C)cc(C(=O)CSc2ncnc3sc4c(c23)CCC4)c1C | 1 | i | -3 | -2 | / | -5 | / | -39 | -13 | 0

Following part:
mol | HSP90 refold inh | PolyA inh | GSK3beta inhib | HSF1 inhib | HDAC3 inhib | HSF-1 act | GSK3 alpha inh | Platelet DG rel | AI-2 QS mod | DYRK1A inh
CC(C)n1cc(CN2CCC(Oc3ccc(C(=O)N4CCCC4)cc3)CC2)cn1 | 2 | i | 2 | 4 | 3 | 13 | 0 | 2 | 7 | 13
Cc1ccc(-c2cc(C(=O)N3N=C(C(F)F)CC3(O)C(F)F)c3ccccc3n2)cc1C (centres undefined) | -2 | i | -1 | 35 | -2 | ? | 1 | 0 | 17 | -3
CC1=NN(c2ccccc2)C(=O)C1/C=C1\NC(=S)NC1=O (centres undefined) | 2 | i | 3 | -2 | 8 | 19 | -1 | 2 | 19 | 2
COc1ccc(-c2coc3c(CN4CCCCC4C)c(O)ccc3c2=O)cc1 (centres undefined) | -1 | i | 0 | 13 | -40 | 3 | -1 | -2 | 27 | -5
COc1cc(NC(=O)CSc2nnc3c(C)cc4cc(C)cc(C)c4n23)c(C(=O)O)cc1OC | -3 | i | 1 | 3 | -5 | 15 | -2 | -13 | 32 | 2
COc1ccccc1C(=O)N1CCC(C(=O)c2ccc(F)cc2)CC1 | -1 | i | 3 | -10 | 5 | -13 | -2 | 2 | 22 | -7
CCCc1nc(NC(=O)c2ccccc2)nc(NC(=O)c2ccccc2)n1 | 2 | i | -5 | 10 | -2 | 26 | 0 | 5 | 18 | 2
CC(NS(C)(=O)=O)C(c1cccs1)N1CCN(c2ccccc2F)CC1 (centres undefined) | -1 | i | -2 | 2 | 5 | -8 | -2 | 14 | 9 | -1
